ZTA DNA inh – counter-screen for EBNA-1 inhibitors: inhibitors of Epstein-Barr virus ZTA | P03206 | ZTA-DNA binding, fluorescence polarization | inhibition, % at 11 µM | 0.15% of 320,000 active | AID 2234; in the data active = inhibition above about 33%
PP5 primary – blocks human protein phosphatase 5 activity; inhibition, % at 6.7 µM; 0.18% of 320,000 active; purified PP5c, OMFP substrate fluorescence; P53041; AID 1987;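 active = inhibition above the campaign's mean inhibition across all tested compounds plus 3 SD, cut at about 9.5% in these data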;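 note: 0% = DMSO only and 100% = 100 µM cantharidin control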
Fh CTSL1 inh – counter-screen for PFM18AAP inhibitors: inhibitors of F. hepatica cathepsin L1. recombinant F. hepatica cathepsin L1, Z-Leu-Arg-MCA fluorescence. inhibition, % at 5.96 µM. 0.49% of 300,000 active. AID 1906;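 active = inhibition above the mean of all tested compounds plus 3 SD, set per screening campaign, cut at about 17% in these data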;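 note: 0% = plate median of test compound wells and 100% = 1 µM Z-Phe-Ala-diazomethylketone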
HCV core dimer – HCV core protein dimerization inhibition. TR-FRET GST/Flag-core106 dimerization, 1536-well. inhibition, % at 5 µM. 0.33% of 300,000 active;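 active = inhibition above the mean of all tested compounds plus 3 SD, set per screening campaign, cut at about 45% in these data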
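test system = GST/Flag-tagged HCV core106 proteins | probe or stimulus = Eu donor and XL665 acceptor anti-tag antibodies | times = compound-protein-antibody incubation 4 h at 22.5 °C | signal = TR-FRET, excitation 340 nm, emission 617 and 671 nm | measure = percent inhibition of core106 dimerization signal | controls = wells lacking GST-core106 and wells with excess unlabelled core106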
Efflux pump inh – blocks antifungal efflux pumps in multiplex yeast assay; inhibition, % at 10 µM; AID 485275; 0.44% of 330,000 active; S. cerevisiae Candida pump triplex, Nile Red efflux;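 active = plate passing quality check with inhibition over a set limit, or well fluorescence over plate mean plus 4 SD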;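 note: Nile Red retained in pooled yeast measured as flow cytometry median fluorescence; 0% = buffer negative control and 100% = Enniatin B positive control; higher means more Nile Red kept so more efflux inhibition; some compounds called inactive have numbers as strong as hits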
PP1 inh – counter-screen for PP5 inhibitors: inhibitors of human PP1-alpha; purified PP1alpha, OMFP fluorescence; inhibition, % at 6.7 µM; 0.9% of 320,000 active; AID 2235;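 active = inhibition above the mean inhibition of all tested compounds plus 3 SD, computed separately for each screening campaign, cut at about 15% in these data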
Target sequence (P62136 whole entry, looked up): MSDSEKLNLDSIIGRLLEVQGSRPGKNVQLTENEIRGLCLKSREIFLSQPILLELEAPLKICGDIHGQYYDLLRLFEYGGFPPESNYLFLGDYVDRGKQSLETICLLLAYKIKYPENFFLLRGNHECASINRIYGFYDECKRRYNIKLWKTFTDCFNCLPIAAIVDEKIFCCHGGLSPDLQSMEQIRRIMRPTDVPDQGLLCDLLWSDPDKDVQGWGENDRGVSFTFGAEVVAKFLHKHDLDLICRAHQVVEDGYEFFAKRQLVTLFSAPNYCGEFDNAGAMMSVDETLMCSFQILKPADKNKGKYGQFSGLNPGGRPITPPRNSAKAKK
EBNA-1 inh – blocks EBNA-1 binding to DNA; 0.34% of 300,000 active; EBNA-1 DNA binding, fluorescence polarization; inhibition, % at 14.8 µM; AID 1950; in the data active = inhibition above about 28%
PREPL inh – human PREPL enzyme inhibition. recombinant PREPL, fluorescence polarization activity-based probe. AID 2751. inhibition, % at 5.96 µM. 0.68% of 320,000 active; in the data active = inhibition above about 43%;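 note: 0% = enzyme with DMSO and 100% = wells lacking enzyme; many of its hits are not listed in these tables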
Target sequence (Q4J6C6 whole entry, looked up): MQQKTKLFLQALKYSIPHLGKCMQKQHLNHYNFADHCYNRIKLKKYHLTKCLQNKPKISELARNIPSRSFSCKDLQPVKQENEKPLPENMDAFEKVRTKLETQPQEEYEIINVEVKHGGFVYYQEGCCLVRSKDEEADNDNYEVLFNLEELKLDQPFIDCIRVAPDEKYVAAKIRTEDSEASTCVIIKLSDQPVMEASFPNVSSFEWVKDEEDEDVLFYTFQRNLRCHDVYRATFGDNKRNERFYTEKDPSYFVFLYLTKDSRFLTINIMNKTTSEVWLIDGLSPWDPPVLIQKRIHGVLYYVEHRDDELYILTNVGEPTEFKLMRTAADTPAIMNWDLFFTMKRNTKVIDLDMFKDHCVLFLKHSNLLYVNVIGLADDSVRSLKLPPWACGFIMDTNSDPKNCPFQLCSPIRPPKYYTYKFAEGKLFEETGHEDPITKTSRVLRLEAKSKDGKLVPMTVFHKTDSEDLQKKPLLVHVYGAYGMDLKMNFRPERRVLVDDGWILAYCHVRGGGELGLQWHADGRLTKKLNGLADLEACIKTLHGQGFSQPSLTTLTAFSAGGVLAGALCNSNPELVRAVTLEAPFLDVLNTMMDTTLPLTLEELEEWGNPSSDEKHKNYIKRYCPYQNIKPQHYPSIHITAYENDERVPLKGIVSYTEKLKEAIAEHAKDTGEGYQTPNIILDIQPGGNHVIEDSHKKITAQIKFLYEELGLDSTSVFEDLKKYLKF
TPT1 inhibitor – inhibitors of Candida albicans tRNA 2'-phosphotransferase TPT1 | recombinant caTPT1, FP RNA substrate dephosphorylation | inhibition, % at 5 µM | 0.81% of 300,000 active;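 active = inhibition above the mean of all tested compounds plus 3 SD, set per screening campaign, cut at about 24% in these data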;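 note: plate controls were DMSO alone for no effect and ferristatin control at 100 nM for full effect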
* hit, by the source's call; x = not tested or not shown. An excerpt; the hit share may differ from the screen's.

SMILES	ZTA DNA inh	PP5 primary	Fh CTSL1 inh	HCV core dimer	Efflux pump inh	PP1 inh	EBNA-1 inh	PREPL inh	TPT1 inhibitor
O=C(CSCc1ccc([N+](=O)[O-])cc1)NC1CC1	7	-0.2	2	0	-0.3	-2	8	6	-2
CSc1ccccc1C(=O)NCCCOC(C)C	-12	-1.1	-2	-8	-0.1	0	6	14	-3
CC1(c2ccc(OC(F)F)cc2)NC(=O)N(/N=C/c2c(O)ccc3ccccc23)C1=O (stereo not drawn)	-8	-3.5	6	-3	0.1	-1	11	3	0
CCCCn1c(CNC(=O)C23CC4CC(CC(C4)C2)C3)nnc1SC(C)CC (stereo not drawn)	-13	3.3	6	9	-2.9	-1	-11	-2	0
Cc1ccn(CC(=O)N2CCCC(N3CCN(Cc4ccc5c(c4)OCO5)CC3)C2)n1 (stereo not drawn)	-2	0.5	-2	0	0.3	-4	2	18	-3
COc1ccc2cc(C(=O)NCC3CCCO3)[nH]c2c1 (stereo not drawn)	5	-1.1	-2	7	-0.1	-2	-2	0	0
O=C(N1CCN(Cc2ccccc2)CC1)C(Cl)(Cl)Cl	-1	-1.1	0	-2	0.1	1	4	3	-3
COc1ccc(OC)c(CNS(=O)(=O)c2cc(-c3cc(C)no3)ccc2OC)c1	-1	-1.0	-4	-1	0.3	-3	0	-5	-1
Fc1ccc(Oc2cnc3ccccc3n2)cc1	-5	2.8	-2	-4	0.2	-1	4	-3	1
CC(C(=O)N1CCCc2ccccc21)N1C(=O)c2ccccc2C1=O (stereo not drawn)	-17	4.1	-3	-4	0.1	-1	1	3	-7
CCOC(=O)c1ccc(NC(=O)CNC(=O)c2ccccc2)cc1	7	-1.2	4	2	0.0	-4	10	-1	-1
COc1ccc(-c2csc(NC(=O)c3ccc(S(=O)(=O)N4CCc5ccccc5C4)cc3)n2)c(OC)c1	9	-1.6	0	8	-0.2	5	-1	-3	1

Single records, as listed above. Order of screens: ZTA DNA inh | PP5 primary | Fh CTSL1 inh | HCV core dimer | Efflux pump inh | PP1 inh | EBNA-1 inh | PREPL inh | TPT1 inhibitor
CC1(c2ccc(OC(F)F)cc2)NC(=O)N(/N=C/c2c(O)ccc3ccccc23)C1=O (stereo not drawn) is listed with -8 | -3.5 | 6 | -3 | 0.1 | -1 | 11 | 3 | 0
CSc1ccccc1C(=O)NCCCOC(C)C is listed with -12 | -1.1 | -2 | -8 | -0.1 | 0 | 6 | 14 | -3
O=C(CSCc1ccc([N+](=O)[O-])cc1)NC1CC1 is listed with 7 | -0.2 | 2 | 0 | -0.3 | -2 | 8 | 6 | -2

An excerpt from above, limited to PP5 primary, EBNA-1 inh and ZTA DNA inh.
structure,PP5 primary,EBNA-1 inh,ZTA DNA inh
O=C(CSCc1ccc([N+](=O)[O-])cc1)NC1CC1,-0.2,8,7
CSc1ccccc1C(=O)NCCCOC(C)C,-1.1,6,-12
CC1(c2ccc(OC(F)F)cc2)NC(=O)N(/N=C/c2c(O)ccc3ccccc23)C1=O (stereo not drawn),-3.5,11,-8

(further entries)
SMILES	ZTA DNA inh	PP5 primary	Fh CTSL1 inh	HCV core dimer	Efflux pump inh	PP1 inh	EBNA-1 inh	PREPL inh	TPT1 inhibitor
NC(=O)c1ccc(-n2nnnc2SCC(=O)Nc2ccccc2)cc1	4	-0.9	-2	5	-0.1	-1	11	-4	3
CC(CC(=O)NCCc1ccc(Cl)cc1)S(=O)(=O)c1ccc2c(c1)NC(=O)CO2 (stereo not drawn)	7	1.4	0	5	0.2	-5	-3	13	1
CCC(=O)Nc1cccc(C2=NOC3(C2)C[C@@H](C(N)=O)N(C(=O)c2cc([N+](=O)[O-])cc([N+](=O)[O-])c2C)C3)c1 (stereo partly drawn)	-11	-1.4	2	-11	-0.2	-3	5	22	-4
CC1CCCC(NC(=O)COC(=O)/C=C/c2ccc(S(=O)(=O)N3CCOCC3)cc2)C1C (stereo not drawn)	24	-0.3	1	3	-0.1	-1	4	3	-1
Cc1ccc(N=C2CCCN2Cc2ccccc2)c(C#N)c1	-30	0.4	-2	-2	0.1	5	-18	4	1
O=C(O)CSc1nnc(C2CC2)n1-c1ccccc1	3	0.5	-1	-7	0.0	-5	6	-2	1
CCCC1=Nc2cc(C(=O)NCCN3CCOCC3)ccc2Sc2ccc(C)cc21	-9	3.4	3	-5	0.1	-2	3	0	-1
Nc1cc(N)nc(SCC(=O)N2CCCCC2)n1	-4	-1.1	0	-3	-0.1	3	3	31	-5
O=Cc1c[nH]c2ccc(C(=O)c3ccccc3)cc12	-23	-11	18*	-11	0.0	1	-4	13	-1
COc1cc(SC)ccc1C(=O)OC1CCOC1=O (stereo not drawn)	19	-0.4	-1	4	0.1	0	-6	-1	0
CCOC(=O)c1ccccc1NCN1C(=O)CSC1=O	13	1.1	5	2	0.0	-3	5	5	-4
COc1cc(CNC(C)(C)CO)ccc1OCC(=O)Nc1ccc(Br)cc1	-18	3.8	3	-5	-0.1	2	-6	7	-1
CCn1c(C)nc2cc(C(=O)N3N=C(CCOC)CC3(O)C(F)(F)F)ccc21 (stereo not drawn)	-3	0.7	-5	-1	-0.1	-1	11	0	0
O=C(COc1ccccc1[N+](=O)[O-])N(Cc1ccccc1)c1ccccn1	-2	0.0	3	-9	-0.1	-1	2	-3	-3
Cc1ccccc1OCc1nnc(SC(C)C(=O)O)n1Cc1ccccc1 (stereo not drawn)	-12	-1.1	-2	10	0.3	-12	-6	3	1
Cn1c(C(O)c2ccccc2)nc(Cl)c1Cl (stereo not drawn)	10	4.2	-6	-2	0.1	-1	4	-3	-3
COc1ccc(Br)cc1CNC(=O)C1CCN(S(=O)(=O)N2CCCC2)CC1	4	-0.4	-3	-1	0.0	-2	9	4	-2
Cc1nnc(SCC(=O)c2ccc(Cl)cc2)s1	-2	-1.0	0	0	0.0	-3	-9	8	0
NNC(=O)COc1ccc(-c2nccc(-c3ccc(F)cc3)n2)cc1	-3	3.6	-3	-1	0.1	5	-11	-12	1
CN(C)c1nc(Nc2ccccc2)nc(N(C)C)n1	2	1.6	0	-2	0.0	-2	-5	1	-1
CCCn1c(=N)n(CC(=O)c2cccs2)c2ccccc21	-24	2.2	7	3	0.0	5	-7	-8	-4
CN(C)C(CNC(=O)c1ccc2c(c1)S(=O)(=O)c1ccccc1C2=O)c1ccco1 (stereo not drawn)	-10	-0.9	2	0	0.0	0	-9	18	-2
OCCN1CCN(c2cc(-c3ccccc3)c3ccccc3n2)CC1	-1	1.1	4	-5	-0.1	2	-3	8	0
CC(=O)Nc1ccc(NC(=O)CCN2C(=O)c3ccccc3C2=O)cc1	-6	0.4	0	-2	0.1	-1	-9	3	3
CCN[C@H]1C[C@H](C)S(=O)(=O)c2sc(S(N)(=O)=O)cc21	1	1.2	-1	6	0.0	-3	5	0	3
CCOC(=O)NCCc1ccc(OC)cc1	-11	-1.7	-4	0	0.0	-6	7	-12	1
CCCCNC(=S)Nc1ccc(Cl)cc1	5	1.3	3	2	0.0	-2	2	9	1
COc1ccc(-c2cc(C(F)F)n3ncc(C(=O)NCCCN4CCCC4=O)c3n2)cc1	-11	1.5	0	7	0.0	-1	3	4	2
C=CCOc1cccc(CNCc2cccnc2)c1	-16	0.0	4	3	0.1	2	-17	9	-2
Cc1ccc(S(=O)(=O)N2CCOCC2)cc1C(=O)c1nccn1C	3	-0.1	5	-2	0.0	-6	-11	11	5
COc1ccccc1Nc1nc2c(s1)CCC2	6	-0.6	-1	17	0.0	-1	7	17	6
NC(=O)c1c(NC(=O)c2ccccc2)sc2c1CCN(Cc1ccccc1)C2	3	1.1	7	0	0.0	-2	-1	0	71*
O=C(O)CCCC(=O)Nc1nncs1	10	-1.6	-3	-1	0.0	-3	-3	2	-1
Cc1ccc(OCC(=O)NNC(=O)C2CCN(c3ncccn3)CC2)cc1	-10	2.9	-18	-1	0.0	-2	-2	1	-2
O=C(NCC1CCCO1)c1ccc2c(c1)N(Cc1ccccc1)CCS2 (stereo not drawn)	-13	4.1	-1	11	0.0	2	-5	11	0
CCOc1ccc2nc(SCc3ccc(OC)cc3)sc2c1	-3	1.1	-4	-2	0.4	4	-1	7	1
CC(=O)NN1C(=O)/C(=C2/Sc3ccccc3N2C)SC1=S	-3	-0.5	-2	-1	-0.2	-1	15	1	-1
Cc1ccc(Cl)cc1NC(=O)c1ocnc1C	-12	-0.2	2	-2	-0.1	11	5	8	1
COC(=O)C(=C/C(C)=C/c1cccnc1)C(=O)OC	4	0.5	5	-8	0.0	-3	1	4	-4
Cc1ccc(/C=N/NC(=O)C(C)Oc2ccccc2[N+](=O)[O-])s1 (stereo not drawn)	-7	1.2	-1	2	-0.2	-4	-10	8	0
Cc1ccc(S(=O)(=O)NCC(c2cccnc2)N2CCN(Cc3ccccc3)CC2)cc1 (stereo not drawn)	6	0.0	2	-6	0.0	0	1	22	-4
CCN(CC(=O)Nc1cccc(OC)c1)C(=O)c1ccc(C)s1	-2	0.9	1	-2	0.0	4	5	6	1
CC(C)CC(NC(=O)OC(C)(C)C)C(=O)NC(C(=O)NC(C)C(N)=O)C(C)C (stereo not drawn)	2	1.2	0	1	-0.3	0	0	23	-6
NNC(=O)c1cccc(COc2ccc(Br)cc2)c1	4	4.2	-2	-5	0.0	3	-8	-17	1
COc1ccc(NC(=O)C2CCN(C(=O)c3ccc(OC)cc3)CC2)cc1	4	2.1	-2	0	0.1	-3	-6	2	-2
Cc1ccc(S(=O)(=O)NCCC(=O)NCc2ccccn2)cc1	5	-0.8	5	2	0.1	3	-4	-3	1
O=C(Cc1ccsc1-c1ccccc1)NO	2	0.3	-1	-1	-0.2	-3	1	4	0
Cc1ccc(S(=O)(=O)N2CCOC2CNC(=O)C(=O)NCCCN2CCOCC2)cc1 (stereo not drawn)	0	2.1	6	-6	0.0	-14	5	11	1
CN(CC(=O)Nc1ccccc1Cl)C(=O)COC(=O)c1cc(S(=O)(=O)N(C)C)ccc1N1CCCC1	-13	0.2	-2	-5	-0.1	-2	-3	18	-3
COc1ccc(CCC(=O)Nc2ccc(OC)c(S(=O)(=O)N3CCCCC3)c2)cc1OC	9	-1.6	x	x	0.2	-2	x	8	x
C/C(=N/NC(=O)c1ccccn1)c1c[nH]c2ccccc12	-15	0.8	0	-4	0.1	0	-18	0	1
CN(C(=S)Oc1ccc(C(=O)Nc2ccccc2)cc1)c1ccccc1	-13	3.6	-1	1	-0.2	-2	5	-5	1
COCCN(Cc1cc2ccc(C)cc2n2nnnc12)Cc1nnnn1C(C)(C)C	-2	3.8	2	1	0.2	-4	-16	7	-1
O=C(Nc1nc(-c2ccc(F)cc2)cs1)c1ccc(N2C(=O)CCC2=O)cc1	7	0.4	0	10	0.0	1	-7	-2	-1
Cc1ccc(C(=O)NC2CCN(S(=O)(=O)c3ccccc3F)CC2)cc1	-4	0.6	-6	6	-0.1	2	2	5	0
COc1ccc2sc(N(CCCN(C)C)C(=O)c3ccc(C(=O)c4ccccc4)cc3)nc2c1	-15	0.6	6	-3	0.1	3	-9	-19	2
CCOc1[nH]n(-c2ccc(Cl)cc2)c(=O)c1C=Nc1ccc(OC)cc1	6	-1.2	-1	-2	0.2	-5	4	3	-5
C[C@]12CC[C@@H]3c4ccc(O)cc4CC[C@H]3[C@@H]1CC[C@@H]2OC(=O)CCC1CCCC1	-2	1.2	0	3	0.0	0	7	3	-1
CCc1ccc2[nH]c(=O)c(CN(Cc3ccccc3OC)C(=O)Nc3ccccc3OC)cc2c1	8	-0.6	7	18	0.1	-2	-2	14	0
COc1cc(C2C(C#N)=C(N)N(Nc3ccccc3)C3=C2C(=O)CC(C)(C)C3)ccc1OCc1ccccc1 (stereo not drawn)	2	2.7	2	39	0.1	15	13	22	-11

From PubChem
